HTR5A ag: activates human HTR5A in OPRM1-OPRD1 agonist counter-screen | activation, % at 9.3 µM | HTR5A agonist assay, luminescence, cell-based | actives 0.61% (n = 340,000); in the data active = activation mostly above about 9.5%, no sharp cut-off; inactive = mostly below about 7.6%;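 note: 0% = cells with vehicle only and 100% = reference agonist; strong numbers were not always called active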
AddAB inh: less growth of phage-infected E. coli with AddAB. actives 0.29% (n = 330,000). inhibition, % at 11.9 µM. E. coli expressing H. pylori AddAB, absorbance growth; in the data active = inhibition above about 12%;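 note: 0% = vehicle wells of infected cells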
Tat transport: E. coli Tat transport inhibition | E. coli MC4100 TorA-mCherry Tat export, fluorescence | inhibition, % at 10 µM | actives 0.036% (n = 340,000) | AID 488895;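 active = mean replicate inhibition at least 50% and at least half of replicates individually reaching 50%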;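 note: exported cargo escapes ClpAP degradation while cytoplasmic cargo is degraded and loses fluorescence; 0% = median of neutral control wells and 100% = median of NaSCN control wells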
PKA-R2B activ: activates the human PKA-R2B holoenzyme complex; PKA-R2B holoenzyme dissociation, Cy5-IP20 fluorescence polarization; R2B truncated from residue 108, S112A mutant; 0% DMSO only, 100% 113 µM cGMP; AID 504700; activation, % at 11.4 µM; actives 0.079% (n = 340,000);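 active = activation above a cutoff set at the mean over all compounds plus 3 SD, cut at about 18% in these data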;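 note: higher means more holoenzyme dissociation and a rise in polarization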
Target sequence (P31323 whole entry, looked up, other chains not shown, the tested form may be a part): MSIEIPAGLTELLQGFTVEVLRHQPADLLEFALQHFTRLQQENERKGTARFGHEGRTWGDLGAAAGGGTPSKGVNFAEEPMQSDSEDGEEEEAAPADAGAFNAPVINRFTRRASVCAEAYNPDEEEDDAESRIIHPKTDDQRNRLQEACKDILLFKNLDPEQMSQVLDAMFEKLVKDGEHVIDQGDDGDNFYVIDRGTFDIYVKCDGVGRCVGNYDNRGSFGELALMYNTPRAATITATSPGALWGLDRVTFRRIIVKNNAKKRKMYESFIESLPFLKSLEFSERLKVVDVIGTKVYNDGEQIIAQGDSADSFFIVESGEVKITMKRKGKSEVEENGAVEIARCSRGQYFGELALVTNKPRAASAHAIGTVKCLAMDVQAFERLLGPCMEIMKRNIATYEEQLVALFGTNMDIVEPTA
CDK5 inh: inhibitors of human CDK5/p35 kinase; Recombinant CDK5/p35, ADP-Glo luminescence, 60 min; AID 488839; actives 0.01% (n = 330,000); Q00535+Q15078; inhibition, % at 10 µM;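 active = highest replicate inhibition of at least 50% and at least 75% of replicates reaching 50%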;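 note: plate controls were DMSO neutral control for no effect and GW8510 at 10 µM for full effect; many of its hits are not listed in these tables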
Target sequence (Q00535 whole entry, looked up): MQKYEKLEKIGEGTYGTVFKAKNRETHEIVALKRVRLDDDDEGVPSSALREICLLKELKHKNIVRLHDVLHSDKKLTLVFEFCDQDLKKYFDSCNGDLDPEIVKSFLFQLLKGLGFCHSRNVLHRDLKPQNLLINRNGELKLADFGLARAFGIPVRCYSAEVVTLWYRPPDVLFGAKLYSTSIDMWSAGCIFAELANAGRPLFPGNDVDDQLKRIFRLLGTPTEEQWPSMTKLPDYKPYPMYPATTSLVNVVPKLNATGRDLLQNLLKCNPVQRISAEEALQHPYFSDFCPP
Target sequence (Q15078 whole entry, looked up): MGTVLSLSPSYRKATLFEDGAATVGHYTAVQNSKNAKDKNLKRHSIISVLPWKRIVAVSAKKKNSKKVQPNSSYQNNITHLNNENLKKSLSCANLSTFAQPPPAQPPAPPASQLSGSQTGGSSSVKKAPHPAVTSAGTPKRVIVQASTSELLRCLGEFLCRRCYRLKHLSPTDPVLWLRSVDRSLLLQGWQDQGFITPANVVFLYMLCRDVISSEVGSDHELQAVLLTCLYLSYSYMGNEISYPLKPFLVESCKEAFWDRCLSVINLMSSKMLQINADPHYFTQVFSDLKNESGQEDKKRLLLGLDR
PKA-R1A act: PKA-R1A complex activation | PKA-R1A dissociation, Cy5-IP20 fluorescence polarization; scaled: DMSO 0%, 113 µM cGMP 100% | P00514+P68181 | actives 0.083% (n = 340,000) | activation, % at 11.4 µM | AID 504707;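 active = percent activation above the mean of all tested compounds plus 3 SD, cut at about 19% in these data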;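 note: higher means more PKAc released from R1A so a rise in polarization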
DAGLB inh: blocks human DAGLB lipase activity. Q8NCG7. HEK293T DAGLB membrane lysate, EnzChek fluorogenic substrate. inhibition, % at 5.17 µM. actives 0.059% (n = 340,000); in the data active = inhibition above about 34%;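 note: 0% = enzyme with vehicle and 100% = wells lacking enzyme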
SUMO Mot1 rescue: blocks SUMOylation pathway, rescuing yeast Mot1-301 growth; S. cerevisiae Mot1-301 growth rescue, ATP luminescence, 38.5C; percent above DMSO median, 100 means doubled; growth rescue, % at 18.8 µM; actives 1% (n = 320,000);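 active = every valid replicate shows activation above 250% relative to neutral control wells; inactive = the rest, any valid replicate at or below 250%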;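 note: OY570 slx delta 5 strain wells were the positive control but not used for scaling; some compounds called inactive have numbers as strong as hits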
phage Ecoli inh: E. coli growth loss with phage present. actives 0.26% (n = 360,000). inhibition, % at 11.9 µM. growth absorbance. AID 651602; in the data active = inhibition above about 11%
Ecoli viability: bacterial growth inhibition, counter-screen for AddAB inhibitors; E. coli V3065 growth, OD600 absorbance, 18 h; inhibition, % at 11.9 µM; actives 0.27% (n = 330,000);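 active = inhibition above the campaign's mean inhibition across all tested compounds plus 3 SD, cut at about 9.9% in these data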;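 note: uninfected addAB+ strain grown without phage in ampicillin broth; 0% = DMSO wells and 100% = ciprofloxacin 0.95 µg/ml wells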
HTR5A inv ctr: inverse agonist of human HTR5A in OPRM1-OPRD1 counter-screen; P47898; HTR5A cell line, luminescence, inverse agonism; inhibition, % at 9.3 µM; actives 0.083% (n = 340,000); AID 504634; in the data active = inhibition mostly above about 23%, no sharp cut-off; inactive = mostly below about 18%;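 note: 0% = cells with DMSO and 100% = no-cell wells with DMSO; some compounds called inactive have numbers as strong as hits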
* hit, by the source's call; · = not tested or not shown. Not a hit list, and some 2.3% of all compounds hit somewhere here.

SMILES	HTR5A ag	AddAB inh	Tat transport	PKA-R2B activ	CDK5 inh	PKA-R1A act	DAGLB inh	SUMO Mot1 rescue	phage Ecoli inh	Ecoli viability	HTR5A inv ctr
COc1ccc(/C=N\NS(=O)(=O)c2ccc(Br)cc2)cc1COc1ccccc1[N+](=O)[O-]	6.3	4.3	-4.0	-14.0	-1.4	-11.2	-0.5	-10.6	3.7	0.1	-22.2
CCS(=O)(=O)Nc1cccc(-c2ccc3nnc(-c4cccnc4)n3n2)c1	-0.9	1.4	-6.1	1.8	0.4	14.0	-2.0	213.0	0.4	-1.5	8.5
CCCn1c(=O)c2[nH]c(-c3ccc(OCC(=O)Nc4ccc(C#N)cc4)cc3)nc2n(CCC)c1=O	2.1	-3.3	0.4	6.7	-0.6	-8.9	1.4	0.0	1.8	0.8	-7.3
C[C@@H](NS(=O)(=O)c1cc(Cl)ccc1F)[C@H](O)c1ccccc1	1.4	·	3.0	-8.9	1.4	13.9	-3.5	·	0.6	·	-5.1
O=C(Cn1ccc(C(F)(F)F)n1)N/N=C/c1ccc(N2CCOCC2)cc1	0.1	-2.8	1.0	-2.9	1.1	-1.9	1.2	-2.1	2.3	-2.0	-0.2
Cc1ccc(OCC(=O)Nc2cnn(CCCC(=O)O)c2)c([N+](=O)[O-])c1	0.8	3.3	6.6	6.4	-0.8	3.0	-3.4	240.9	2.2	2.7	-2.1
O=C(COc1ccc(-c2nnco2)cc1)N1CCOCC1	3.3	1.0	-18.1	5.8	1.2	-1.0	-0.9	-4.9	1.9	-1.4	-11.9
CC(C(=O)NC1CCCC1)N(C(=O)c1snc(C(N)=O)c1N)c1ccc2c(c1)OCCO2 (stereo not drawn)	-0.9	0.2	-11.6	-3.1	2.2	-10.4	0.8	2.6	3.0	-2.7	5.7
N#C/C(=C\c1ccc(F)cc1)C(=O)NC1CCS(=O)(=O)C1 (stereo not drawn)	-1.1	0.2	1.8	0.3	-0.2	0.1	1.4	11.7	1.4	0.8	2.6
Cc1nc2cc(NC(=O)Nc3ccccc3Cl)ccc2n1C	-1.6	2.1	6.1	-1.5	-1.6	-2.2	1.2	-23.0	2.3	-0.3	-36.3
CN(C)c1ccnc2sc(C(=O)c3ccc(Br)cc3)c(N)c12	-4.5	-0.2	8.0	-1.5	2.6	-0.7	-1.4	15.5	4.1	0.3	5.2
CC(=O)c1cccc(NC(=O)CN2C(=O)c3cccnc3Oc3ccc(Cl)cc32)c1	-1.5	3.2	-3.2	-15.1	2.1	-15.6	0.1	86.4	0.8	-1.0	0.6
COC(=O)CCCC1=CC2=CC(=O)C(C)(OC(=O)c3cccs3)C(=O)C2=CN1c1ccccc1 (stereo not drawn)	3.1	1.4	-9.6	-9.6	1.1	0.6	4.7	15.4	-0.2	-0.8	7.3
O=C(NCc1ccccn1)c1ccc(Cl)c(S(=O)(=O)N2CCOCC2)c1	1.6	4.9	-1.5	-1.6	-0.1	-3.6	-0.5	-12.3	0.6	-2.0	-3.8
Cc1ccc(S(=O)(=O)Nc2nc3ccc(S(=O)(=O)N4CCCC4)cc3s2)cc1	-4.2	2.5	0.6	-6.4	2.2	-0.4	8.9	43.3	3.1	0.3	13.7
COc1ccc(C(=O)NNC(=O)c2cc3ccccc3cc2O)cc1	2.8	9.0	-1.6	-2.6	-3.9	3.7	4.1	16.8	4.9	1.2	-8.8
Cn1ncc(C#N)c1NC(=O)C1CC(c2ccc(Cl)cc2)=NO1 (stereo not drawn)	-1.5	1.7	-1.1	-7.0	0.5	9.9	-0.8	-10.3	1.7	-0.8	-40.7
Cn1cc(CN2CCCC(CNS(=O)(=O)c3cccc4cccnc34)C2)cn1 (stereo not drawn)	1.3	1.8	-9.0	4.1	-1.5	-6.0	0.1	-2.7	3.6	2.2	10.8
CCCOc1ccc(NC(=O)CC2C(=O)OCC3CCCCN32)cc1 (stereo not drawn)	3.3	-0.4	-1.5	-10.5	-1.6	-13.7	1.7	137.6	0.6	-2.1	-8.2
CC(=O)N(OCc1ccc(OC(C)C)c(Cl)c1)C(C)=O	-2.3	-1.3	3.7	-12.3	-1.0	0.8	0.0	-0.2	3.6	-0.1	6.8
CC1(C)Cc2ccccc2-c2nnc(-c3ccco3)n21	-1.3	3.8	31.6	3.0	-7.6	-5.8	1.8	·	0.1	0.8	3.5
CC1CCN(C(=O)CCCl)c2ccccc21 (stereo not drawn)	0.5	·	-4.0	8.1	-0.4	-2.8	-0.1	·	-1.6	·	-2.1
CCO[C@@H]1OC(C(=O)NC2CC2)=C[C@H](c2csc3ccccc23)[C@H]1CCCO	-2.5	1.6	6.9	-8.0	-0.3	4.6	-1.1	59.7	2.1	0.7	7.5
COc1ccc(N2CN=C3SCC(=O)N3C2)cc1	0.8	-1.0	-5.8	1.2	0.2	-3.9	-0.2	296.7	1.6	-0.6	-21.3
O=C(CSc1nnnn1-c1ccccc1)NC(=O)Cc1ccccc1	-2.0	3.4	11.1	-3.0	-0.2	-0.4	-3.9	-11.1	0.7	-1.1	-18.1

Three records drawn at random from those above:
SMILES	HTR5A ag	AddAB inh	Tat transport	PKA-R2B activ	CDK5 inh	PKA-R1A act	DAGLB inh	SUMO Mot1 rescue	phage Ecoli inh	Ecoli viability	HTR5A inv ctr
C[C@@H](NS(=O)(=O)c1cc(Cl)ccc1F)[C@H](O)c1ccccc1	1.4	·	3.0	-8.9	1.4	13.9	-3.5	·	0.6	·	-5.1
CN(C)c1ccnc2sc(C(=O)c3ccc(Br)cc3)c(N)c12	-4.5	-0.2	8.0	-1.5	2.6	-0.7	-1.4	15.5	4.1	0.3	5.2
O=C(CSc1nnnn1-c1ccccc1)NC(=O)Cc1ccccc1	-2.0	3.4	11.1	-3.0	-0.2	-0.4	-3.9	-11.1	0.7	-1.1	-18.1

Additional records follow:
SMILES	HTR5A ag	AddAB inh	Tat transport	PKA-R2B activ	CDK5 inh	PKA-R1A act	DAGLB inh	SUMO Mot1 rescue	phage Ecoli inh	Ecoli viability	HTR5A inv ctr
CCOC(=O)C(CC)Sc1nnc2c3cc(C)ccc3n(C)c2n1 (stereo not drawn)	-2.9	-0.7	10.2	1.0	-0.8	-2.5	-6.9	-3.3	-1.2	-1.5	-12.5
CC1(CCC(=O)N2CCCC(N3CCN(c4cccc(C(F)(F)F)c4)CC3)C2)CC1 (stereo not drawn)	0.4	-0.8	4.7	5.4	-0.4	-4.1	-3.4	1.5	4.0	-0.8	6.1
CCOc1ccc(OCCC(=O)OCC(=O)NC(C)c2ccccc2)cc1 (stereo not drawn)	1.4	-0.3	13.5	-3.1	-4.1	-3.4	-0.3	9.3	4.8	0.3	-7.5
CN(CC(=O)NNC(=O)CNC(=O)c1ccccc1F)S(=O)(=O)c1ccc(Cl)cc1	-1.9	1.4	3.6	-3.2	0.8	-18.3	-2.2	-2.6	4.0	-1.9	4.8
O=C(N/N=C/c1ccccc1[N+](=O)[O-])c1ccc2nc[nH]c2c1	-0.6	10.0	10.7	3.4	0.9	2.1	0.8	1.4	-0.5	3.7	-11.7
O=C(CN1C(=O)CSc2ccccc21)N1CCc2ccccc21	0.6	0.2	-4.4	-3.2	-0.9	5.1	-1.1	12.0	3.8	-0.9	-19.2
COc1ccc(NC(=O)c2cc(=O)[nH]c(=O)[nH]2)cc1S(=O)(=O)Nc1ccccc1Cl	-2.3	1.9	6.4	-2.2	0.9	-7.9	1.4	-14.9	-0.5	0.9	6.3
COc1cc(OC)cc(-c2c(-c3cccs3)c3cc(-c4ccc(OCc5ccccc5)cc4)ccc3n2C)c1	0.6	0.9	-4.0	-9.9	0.3	-4.1	-2.8	0.5	4.0	-1.7	-14.6
OCCN(CCO)c1cc2c3ccccc3ccc2c2ccccc12	7.6	·	3.0	-9.7	-0.9	-4.5	4.5	·	-0.2	·	-29.6
Cn1cccc1Cc1nnc(SCC(=O)Nc2ccc3c(c2)OCCO3)n1-c1ccc(F)cc1	-4.5	5.4	-0.3	-1.1	1.3	-15.6	2.5	10.5	3.6	1.9	12.4
Cc1cc(NC(=O)CCCSc2nc(-c3ccco3)cc(C(F)(F)F)n2)no1	4.0	0.7	-1.4	-7.8	-0.4	2.1	1.4	22.6	1.6	-2.5	-10.9
COc1ccc(C(O)(CCN2CCOCC2)c2ccccc2)cc1 (stereo not drawn)	-5.7	2.2	0.6	-4.7	-1.1	-3.2	-1.4	-4.3	2.2	1.8	20.1
CC1CCN(C(=O)CC#N)CC1	0.1	3.7	4.9	4.2	0.2	2.5	-3.1	-20.1	2.7	1.8	10.8
CC(Oc1ccccc1)C(=O)N1CCN=C1SCc1cccc(F)c1 (stereo not drawn)	6.1	3.4	-10.5	-1.1	0.0	-5.4	-2.7	-9.3	3.4	-1.6	-18.0
O=C(CCCOc1ccccc1)NCCc1nc2ccccc2[nH]1	12.6	0.3	-14.0	4.1	1.4	-2.6	-0.9	-17.1	2.4	0.5	13.4
CNS(=O)(=O)c1cccc(C(=O)OCC(=O)c2cc(C)n(CC3CCCO3)c2C)c1 (stereo not drawn)	1.2	1.7	-0.9	-1.4	-5.2	-7.0	-3.3	0.1	3.2	1.4	-29.9
CCCCc1nnc(NC(=O)CN2C(=O)NC3(CCCCC3)C2=O)s1	-0.5	3.7	0.5	-5.6	-4.6	-3.0	2.0	1.9	0.4	-2.5	-9.8
O=C(NCCS(=O)(=O)N1CCN(c2ccccc2F)CC1)c1ccc(Cl)cc1	1.3	-2.6	2.8	-1.7	0.1	-7.9	-2.8	96.7	-1.5	0.2	5.1
O=c1c2c3c(sc2nc2n1CCCCC2)CCCCC3	2.7	-0.4	-3.5	-3.3	-0.3	-13.1	-9.6	-5.3	·	-1.4	-17.9
O=C(CN1C(=O)c2ccc(Br)cc2C1=O)NCC1CCCO1 (stereo not drawn)	6.0	3.0	5.4	3.5	1.1	-11.1	-3.7	-19.2	2.4	0.6	-17.8
Cc1cccc(NS(=O)(=O)c2cc3c(cc2C)n(C)c(=O)c(=O)n3C)c1	1.2	4.8	-3.3	-3.4	1.7	-10.5	-0.1	-6.5	3.2	-2.1	-3.3
CCOC(=O)C1(CC2CCCCO2)CCN(Cc2nc(-c3cccs3)oc2C)CC1 (stereo not drawn)	-0.9	3.7	7.2	-1.1	-2.7	-1.8	0.0	4.3	3.6	-1.0	2.7
COc1ccc2ccc(O)c(CN(C)CC(=O)Nc3ccccc3C(F)(F)F)c2c1	7.2	3.0	1.6	-7.9	0.3	0.0	-2.3	215.6	2.6	-2.5	-24.8
COc1ccc(CSc2nc3ccccc3c(=O)[nH]2)cc1F	-4.8	-0.8	1.0	-4.1	0.7	-1.8	-0.4	121.2	-0.8	-0.5	11.9
CCN(C(=O)CN1C(=O)/C(=C/c2ccc(F)cc2)SC1=S)C1CCS(=O)(=O)C1 (stereo not drawn)	-1.8	4.0	2.5	-4.2	3.3	-7.3	2.2	-2.6	1.9	-3.3	-7.7
COc1ccc(C(=O)CSc2nc(=O)n(Cc3cccnc3)c3c2CCC3)cc1	3.9	·	-4.2	1.9	0.7	12.3	-3.7	·	0.8	·	-9.9
CC1CCN(c2ccc3c(c2)S(=O)(=O)c2cccc(C(=O)NC4CC4)c2C3=O)CC1	5.2	-0.4	-8.2	-5.5	0.7	4.7	0.3	1.3	2.1	-1.2	-8.7
CN1CCN(c2ccc(NC(=O)c3cc(S(N)(=O)=O)ccc3N3CCOCC3)cc2)CC1	3.2	0.5	1.1	-5.5	2.5	-12.3	-1.6	32.2	1.8	-0.3	-7.8
